Yfh1-depleted yeast: enhancers of respiration in Yfh1-depleted yeast, dose response, Friedreich's ataxia, plus single-dose screen (AID 1465); S. cerevisiae Yfh1-off respiration, WST-1 reduction, 72 h; higher fold induction means a stronger effect; fold induction at 50 µM; hits with a dose series show EC50 in µM; 220,000 tested, 0.074% active;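 active = fold induction of absorbance versus untreated yeast above a set limit, then at least 30% activation at any dose in follow-up; inconclusive = repeats straddling the limit, or above it without dose testing; inactive = fold induction below the set limit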;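 also: activators that raise dye reduction in frataxin-depleted yeast; strong numbers were not always called active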
AID2073: inhibitors of Mint1-CaV2.2 protein interaction, biochemical, HTRF (AID 2073); HTRF protein-protein interaction, Mint1-CaV2.2; higher % means a stronger effect; inhibition, % at 20 µM; hits with a dose series show IC50 in µM; 290,000 tested, 0.19% active; in the data active = inhibition mostly above about 51%, no sharp cut-off; inconclusive = no clear call, values can overlap the other calls; inactive = mostly below about 53%; also: some results filed as inactive read as strong as hits
Rac1 GTP hydrolysis: MgcRacGAP GTPase-activating activity inhibitors, confirmation, biochemical, ADP Hunter fluorescence. 340,000 tested, 0.6% active. MgcRacGAP-stimulated Rac1 GTP hydrolysis, ADP Hunter fluorescence; higher % means a stronger effect; GST-tagged Rac1 F28L mutant substrate. one-dose inhibition, % at 30 µM; IC50 in µM for titrated hits;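 active = first-screen hits whose inhibition reached a set limit at any dose in the follow-up dose series; inconclusive = inhibition above the set first-screen limit but never retested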;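 also: fluorescence reports GDP produced by GAP-driven GTP hydrolysis; strong numbers were not always called active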
GPR55 LPI antagonism: inhibition of LPI-stimulated GPR55 beta-arrestin translocation – imaging, U2OS, beta-arrestin-GFP, LPI agonist, primary screen (AID 2013). U2OS GPR55 beta-arrestin-GFP translocation imaging, LPI antagonism; higher % means a stronger effect. one-dose inhibition, % at 10 µM; IC50 in µM for titrated hits. 290,000 tested, 0.13% active;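 active = spots per cell inhibited over 60%, with over 100 cells counted and total cytoplasm intensity under 500,000; inconclusive = wells with under 100 cells, flagged as likely toxic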;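 also: U2OS cells stably carrying GPR55 and arrestin-GFP stimulated by 5 µM LPI near EC80; imaged beta-arrestin-GFP aggregate spots per cell after agonist stimulation; plate controls were LPI-stimulated DMSO wells for no effect and DMSO wells without LPI for full effect; some results filed as inactive read as strong as hits; confirmed hits need IC50 under 10 µM and bright autofluorescent wells are also inconclusive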
GPR35 arrestin U2OS: GPR35 antagonists blocking zaprinast-driven arrestin recruitment, primary screen, imaging, U2OS, beta-arrestin-GFP, zaprinast agonist (AID 2058); U2OS GPR35 beta-arrestin-GFP translocation imaging, zaprinast antagonism; higher % means a stronger effect; one-dose inhibition, % at 10 µM; IC50 in µM for titrated hits; 290,000 tested, 0.052% active;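 active = inhibition of at least 50% with at least 30 cells and total cytoplasm GFP at most 10,000,000; inconclusive = under 30 cells or total GFP of 10,000,000 plus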
SV40 large T antigen: SV40 large T antigen inhibitors, biochemical (AID 1903); SV40 large T antigen ATPase/helicase inhibition assay; higher % means a stronger effect; inhibition, % at 20 µM; hits with a dose series show IC50 in µM; 310,000 tested, 0.39% active; in the data active = a potency from the dose series; inconclusive = inhibition mostly from about 32% at the one dose, without a potency; inactive = the rest, 99 in 100 with inhibition below about 32%; also: strong numbers were not always called active
GPR55 activation: selective activators of receptor GPR55 – imaging, U2OS cells, beta-arrestin-GFP redistribution, primary screen (AID 1961). U2OS GPR55 beta-arrestin-GFP redistribution imaging; higher % means a stronger effect. one-dose activation, % at 10 µM; EC50 in µM for titrated hits. 290,000 tested, 0.048% active;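 active = activation above 40% with more than 50 cells counted in the well; inconclusive = wells holding fewer than 50 cells, flagged as toxic or sparse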;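 also: U2OS osteosarcoma cells stably expressing GPR55 and beta-arrestin-GFP; plate controls were DMSO negative control for no effect and LPI positive control for full effect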
NS5 inhibitors: flavivirus cap methylation enzyme inhibition – biochemical, confirmation dose response, primary screen (AID 588689); Dengue-2 NS5 methyltransferase capping enzyme assay, biochemical; higher % means a stronger effect; inhibition, % at 25 µM, or IC50 in µM where a hit was titrated; 340,000 tested, 0.3% active; in the data active = a potency from the dose series; inconclusive = inhibition above about 29% without an active follow-up result
NTR1 ag: NTR1-driven beta-arrestin-GFP spot formation – imaging, U2OS cells, high content, primary screen (AID 493036); agonist mode; activation, % at 20 µM; P30989; 330,000 tested, 0.17% active;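 active = activation at or above 40% of the spot to cytoplasm intensity ratio, with at least 20 cells analyzed; inconclusive = wells under 20 cells, flagged as cytotoxic or low count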;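 also: 0% = DMSO without peptide and 100% = 100 nM NTR1 peptide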
Target sequence (P30989 whole entry, looked up): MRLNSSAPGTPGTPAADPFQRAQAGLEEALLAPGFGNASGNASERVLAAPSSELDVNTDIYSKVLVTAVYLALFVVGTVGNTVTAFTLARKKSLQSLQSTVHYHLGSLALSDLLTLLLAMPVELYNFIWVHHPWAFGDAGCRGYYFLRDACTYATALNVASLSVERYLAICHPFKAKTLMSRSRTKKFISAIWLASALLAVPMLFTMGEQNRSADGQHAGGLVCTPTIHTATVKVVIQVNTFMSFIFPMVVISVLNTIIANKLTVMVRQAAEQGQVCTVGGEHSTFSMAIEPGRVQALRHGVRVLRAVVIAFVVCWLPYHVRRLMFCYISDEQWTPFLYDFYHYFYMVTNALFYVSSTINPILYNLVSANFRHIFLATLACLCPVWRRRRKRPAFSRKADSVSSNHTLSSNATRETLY
NTR1 ag cell count 20 µM: also measured in NTR1 ag; calls as there; cell count; measured here: cell count, cytotoxicity flag
NS5 inhibitors pilot replicate: also measured in NS5 inhibitors; calls as there; inhibition, %; measured here: pilot screen replicate inhibition
Starred values were filed as active, the others as inactive; i = inactive; u = inconclusive; x = no result given.

SMILES	Yfh1-depleted yeast	AID2073	Rac1 GTP hydrolysis	GPR55 LPI antagonism	GPR35 arrestin U2OS	SV40 large T antigen	GPR55 activation	NS5 inhibitors	NTR1 ag	NTR1 ag cell count 20 µM	others
CCn1c(=O)n(CC)c2cc(S(N)(=O)=O)ccc21	i	-3.5%	-0.6%	1.3%	19.0%	4.0%	0.2%	-2.1%	-4.7	57
CCOC(=O)C1(Cc2cccc(Cl)c2)CCCN(C(=O)C(C)(C)C)C1 (stereo not drawn)	x	13.9%	12.0%	-10.7%	1.3%	0.6%	-0.3%	-1.5%	0.1	66
CC(C)(C)C(=O)Nc1ccc(-c2cnco2)cc1	i	-21.5%	2.8%	13.2%	4.4%	7.1%	0.3%	7.0%	-0.3	45
Cc1ccc(S(=O)(=O)CCC(=O)OCC(=O)c2cc(C)ccc2C)cc1	x	x	5.0%	x	x	6.4%	x	-5.1%	-1.3	33
CC(=O)Nc1ccc(Oc2nc(-c3cccnc3)nc3sc4c(c23)CCCC4)cc1	x	x	0.0%	x	x	12.7%	x	-5.3%	0.7	60
O=C(O)c1ccc(CSc2nnc(-c3ccc(Cl)cc3)o2)cc1	x	9.3%	4.2%	-3.5%	5.2%	9.4%	0.6%	-5.0%	0.6	52
NC(=O)OCC(O)COc1ccc(Cl)cc1 (stereo not drawn)	x	x	6.1%	x	x	8.6%	x	-6.0%	1.6	70
COc1ccccc1NC(=O)COC(=O)CC(C)(C)CC1=NS(=O)(=O)c2ccccc2N1	x	4.9%	-36.9%	11.4%	10.1%	-5.1%	-0.1%	6.2%	-0.7	52
CCOC(=O)C1CCCCN1C(=O)c1oc2c(Cl)cc(C)cc2c1C (stereo not drawn)	x	7.8%	-3.1%	12.3%	1.4%	17.4%	-0.1%	-1.9%	2.9	74
Cc1cc(=O)[nH]c(N/N=C/c2c(C)oc3ccccc23)n1	i	3.1%	7.4%	4.5%	-3.2%	10.8%	1.3%	3.0%	1.5	52
Cc1nc2ccccc2cc1C(=O)N/N=C/c1ccccc1[N+](=O)[O-]	i	-5.8%	5.2%	3.8%	2.3%	10.2%	-0.3%	2.9%	0.5	59
Cc1cc(N2CCN(C)CC2)n2cc(-c3ccc(F)cc3)nc2n1	i	18.0%	18.5%	5.4%	0.4%	11.5%	-0.3%	-1.9%	0.6	82
COc1ccc(C)cc1S(=O)(=O)N1CCCCC1	i	7.1%	15.7%	7.9%	-13.3%	-0.9%	-0.4%	0.8%	-2.5	59
Cc1ccc(C)c(C(=O)OCC(=O)Nc2cccc(S(=O)(=O)NC3=NCCCCC3)c2)c1	i	-0.9%	2.9%	3.2%	2.6%	-0.3%	0.2%	-3.7%	1.2	72
O=C(O)CCn1nnc2ccccc21	i	11.4%	6.4%	0.8%	-9.8%	8.2%	0.1%	3.0%	-0.3	47
Cc1ccc(-c2nnc(CSc3nnc(COc4ccccc4)n3-c3ccccc3)o2)cc1	i	-5.1%	7.2%	-6.2%	4.3%	14.2%	-0.2%	-3.1%	5.9	62
COC(=O)[C@H](CC(C)C)NC(=O)c1cc2c(cn1)[nH]c1ccccc12	x	-4.5%	x	12.4%	-8.6%	8.4%	-0.2%	-6.5%	3.4	79
COc1ccc(Br)cc1CN(C)C(=O)c1ccccc1OCc1c(C)noc1C	x	x	10.0%	x	x	12.1%	x	-5.0%	0.5	60
Cc1ccc2[nH]c3c(c2c1)CN(C(=O)CN1CCCc2ccccc21)CC3	i	35.8%	8.4%	-7.0%	-5.5%	18.1%	0.2%	-4.1%	-1.1	78
O=C(Oc1ccccc1)c1ccc2nccnc2c1	i	-13.5%	5.2%	11.8%	-2.8%	10.6%	-0.2%	0.7%	2.2	81	NS5 inhibitors pilot replicate=-3.3

The final 2 records of the section above come first, to join the parts:
SMILES	Yfh1-depleted yeast	AID2073	Rac1 GTP hydrolysis	GPR55 LPI antagonism	GPR35 arrestin U2OS	SV40 large T antigen	GPR55 activation	NS5 inhibitors	NTR1 ag	NTR1 ag cell count 20 µM	others
Cc1ccc2[nH]c3c(c2c1)CN(C(=O)CN1CCCc2ccccc21)CC3	i	35.8%	8.4%	-7.0%	-5.5%	18.1%	0.2%	-4.1%	-1.1	78
O=C(Oc1ccccc1)c1ccc2nccnc2c1	i	-13.5%	5.2%	11.8%	-2.8%	10.6%	-0.2%	0.7%	2.2	81	NS5 inhibitors pilot replicate=-3.3
CC(C)(C)c1ccc(NC(=O)c2ccc(=O)[nH]n2)cc1	x	-1.0%	1.7%	80.9%	4.6%	3.8%	0.0%	-5.5%	-1.6	104
CN(c1ccccc1)S(=O)(=O)c1cccc(NC(=O)CSc2nnc(N)s2)c1	i	-5.5%	7.9%	4.1%	8.1%	2.8%	-0.2%	1.5%	1.7	60
COc1ccc(Cn2ccnc2CO)cc1[N+](=O)[O-]	i	-5.5%	3.9%	0.5%	-18.6%	5.5%	0.0%	8.6%	0.8	50
COc1ccc(Cl)cc1Nc1nc(-c2sc(NC(=O)CC(C)C)nc2C)cs1	i	14.5%	-4.1%	14.0%	3.2%	25.8%	-0.1%	-4.8%	4.4	92
O=C(O)CCCC(=O)N1CCC(C(O)(c2ccccc2)c2ccccc2)CC1	i	-13.0%	2.0%	-2.1%	15.2%	3.0%	0.4%	-0.8%	-0.2	67
CCN(CC)S(=O)(=O)c1cc([N+](=O)[O-])ccc1NNC(=O)Nc1ccc(Cl)c(Cl)c1	i	-8.2%	4.8%	-2.6%	-3.3%	3.3%	-0.2%	1.5%	5.2	73
COc1cccc(NC(=O)[C@@H](NC(=O)N2CCn3c2nc2ccccc23)C(C)C)c1	x	2.3%	-4.7%	7.2%	-11.5%	6.4%	-0.2%	-7.0%	2.4	63
Cc1[nH]n(-c2ccccc2)c(=O)c1CCO	i	2.2%	0.8%	5.2%	1.5%	12.7%	-0.2%	x	-0.9	93
CCN(CC)C(=O)COc1ccc2oc(C)c(C(=O)OC)c2c1	i	-3.9%	3.9%	16.2%	0.6%	1.1%	-0.2%	-3.3%	0.0	72
O=C(CSc1nnc(-c2ccc(Br)cc2)o1)N1CCN(C(=O)c2ccco2)CC1	i	-1.4%	1.4%	-6.1%	3.6%	-4.8%	0.1%	-2.8%	0.2	55
Cc1ccc(C)c(NC(=O)CCN2CCCC(C)C2)c1 (stereo not drawn)	x	u	-6.7%	3.0%	-7.0%	-3.5%	0.0%	-3.9%	0.3	42
O=C(CSc1n[nH]c(-c2ccco2)n1)Nc1ccccc1Cl	x	-4.2%	0.1%	0.6%	-2.2%	0.9%	-0.1%	-6.2%	-0.1	59
O=C(Cc1ccc(Br)cc1)NC1CCSC1=O (stereo not drawn)	i	0.3%	8.0%	-2.7%	5.0%	3.4%	0.1%	0.7%	-0.3	52
CSCCC(NC(=O)c1ccccc1Cl)C(=O)NNC(=O)c1ccncc1 (stereo not drawn)	x	x	7.5%	x	x	18.2%	x	-9.4%	-0.7	64
COc1ccc(CCNC(=O)CCC(=O)Nc2ccc3nc(N4CCN(C)CC4)cc(C)c3c2)cc1OC	i	15.3%	11.0%	5.2%	-6.2%	12.3%	0.1%	5.8%	-0.5	67
O=C(Nc1ccccc1C(=O)O)c1cccc(NC(=O)c2ccco2)c1	x	14.1%	11.4%	-5.5%	3.7%	4.8%	-0.4%	-4.6%	0.1	55
Cc1cccc(NC(=O)c2cccc(NS(=O)(=O)c3ccc(Cl)cc3)c2)c1	i	3.8%	3.5%	8.3%	8.7%	-0.4%	0.1%	-2.0%	2.1	41
NS(=O)(=O)c1ccc(NC(=O)CCc2ccccc2)cc1	i	-4.6%	4.6%	-0.4%	6.2%	10.2%	0.2%	-2.7%	0.4	59
CCOc1ccccc1NC(=O)N1CCC(NC(=O)c2ccccc2C)CC1	i	14.0%	3.9%	16.2%	0.4%	1.2%	-0.1%	-8.1%	-1.4	96
Cc1ccc2c(c1)C(c1ccccc1)N(C(=O)c1ccccc1[N+](=O)[O-])CC(=O)N2 (stereo not drawn)	x	-2.5%	3.3%	9.4%	2.5%	1.8%	0.0%	-2.6%	x	x

Grouped by structure, the compounds so far with two or more sulfur atoms
SMILES	Yfh1-depleted yeast	AID2073	Rac1 GTP hydrolysis	GPR55 LPI antagonism	GPR35 arrestin U2OS	SV40 large T antigen	GPR55 activation	NS5 inhibitors	NTR1 ag	NTR1 ag cell count 20 µM	others
CN(c1ccccc1)S(=O)(=O)c1cccc(NC(=O)CSc2nnc(N)s2)c1	i	-5.5%	7.9%	4.1%	8.1%	2.8%	-0.2%	1.5%	1.7	60
COc1ccc(Cl)cc1Nc1nc(-c2sc(NC(=O)CC(C)C)nc2C)cs1	i	14.5%	-4.1%	14.0%	3.2%	25.8%	-0.1%	-4.8%	4.4	92

Continuation:
SMILES	Yfh1-depleted yeast	AID2073	Rac1 GTP hydrolysis	GPR55 LPI antagonism	GPR35 arrestin U2OS	SV40 large T antigen	GPR55 activation	NS5 inhibitors	NTR1 ag	NTR1 ag cell count 20 µM	others
Cc1ccc(NC(=O)CN(c2ccccc2)S(=O)(=O)N(C)C)cc1	i	31.2%	6.0%	-5.7%	-9.6%	2.9%	-0.2%	0.3%	-0.5	44
CCOCCCNC(=S)N1CCCN(c2nc3cc(C)cc(C)c3cc2C#N)CC1	i	20.0%	-21.0%	7.4%	7.3%	8.6%	-0.1%	8.6%	2.1	36
Cc1ccc(N2/C(=N/c3nc(C)cc(C)n3)NC(=O)CC2C(=O)O)cc1 (stereo not drawn)	i	0.3%	8.9%	11.3%	3.7%	2.1%	-0.1%	2.1%	-0.9	50
O=C1/C(=C/c2ccncc2)CCc2ccccc21	i	-9.3%	13.0%	5.5%	-9.3%	23.1%	-0.2%	-19.9%	2.7	55
COc1ccccc1C/C(N)=N/OC(=O)c1ccc2c(c1)OCO2	i	-5.9%	5.9%	5.2%	9.8%	18.0%	-0.5%	-2.3%	4.4	59
CCN(C(=O)Nc1ccccc1)c1ccccc1	i	-3.8%	7.5%	-4.1%	-10.7%	10.9%	-0.5%	-0.7%	1.0	55
Nc1nc(NCC2CCCO2)nc(Nc2cccc(F)c2)c1[N+](=O)[O-] (stereo not drawn)	i	5.4%	7.1%	9.0%	9.7%	11.7%	-0.2%	-0.8%	7.5	56
CC(=O)OC(C(=O)NCCc1ccccc1)c1cccnc1 (stereo not drawn)	i	6.3%	6.4%	4.1%	4.2%	20.5%	-0.1%	-8.0%	2.4	56
